Screening results (PubChem)
ADAM17 inh = ADAM17 inhibitors, primary screen, biochemical, QFRET. Disintegrin and metalloproteinase domain-containing protein 17 (Homo sapiens), P78536. recombinant ADAM17, EDANS/DABCYL FRET peptide cleavage. inhibition, % at 6.95 µM. actives 0.83% (n = 370,000). AID 720648, 2013;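 active = inhibition above the mean of compounds lying between control limits plus 3 SD, set per campaign, cut at about 8.5% in these data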;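 note: 0% = DMSO-only wells as the low control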
Target sequence (P78536 215-824 limits assumed): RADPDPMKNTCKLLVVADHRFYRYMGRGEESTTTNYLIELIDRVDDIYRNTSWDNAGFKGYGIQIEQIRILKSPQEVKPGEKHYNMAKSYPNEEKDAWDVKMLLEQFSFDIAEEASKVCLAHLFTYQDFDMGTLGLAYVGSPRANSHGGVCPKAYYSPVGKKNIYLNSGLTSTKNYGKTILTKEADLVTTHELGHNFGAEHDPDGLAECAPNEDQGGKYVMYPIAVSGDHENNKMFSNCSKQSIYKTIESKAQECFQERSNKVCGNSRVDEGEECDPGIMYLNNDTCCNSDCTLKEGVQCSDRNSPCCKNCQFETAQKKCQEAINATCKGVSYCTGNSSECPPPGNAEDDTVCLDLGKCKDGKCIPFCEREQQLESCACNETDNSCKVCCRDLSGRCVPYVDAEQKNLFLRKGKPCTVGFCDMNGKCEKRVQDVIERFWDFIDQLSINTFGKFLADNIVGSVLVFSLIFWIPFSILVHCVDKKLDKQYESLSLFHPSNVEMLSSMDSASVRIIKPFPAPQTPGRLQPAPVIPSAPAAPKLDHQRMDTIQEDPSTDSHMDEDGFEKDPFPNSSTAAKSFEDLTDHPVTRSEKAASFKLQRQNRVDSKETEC
Tn7 DDE FP = inhibitors of Tn7 peptide binding to fibrin DD(E), primary screen, biochemical, fluorescence polarization, human fibrin, Tn7 probe | FP displacement of FITC-Tn7 peptide from fibrin DD(E); 0% = median of compound wells per plate | inhibition, % at 8.3 µM | actives 0.13% (n = 370,000);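 active = inhibition above the mean of compounds falling within the control limits plus 3 SD of them, cut at about 14% in these data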;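 note: 0% = plate median of compound wells and 100% = 10 µM Aha-Tn7 peptide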
Target sequence (P02675 whole entry, looked up): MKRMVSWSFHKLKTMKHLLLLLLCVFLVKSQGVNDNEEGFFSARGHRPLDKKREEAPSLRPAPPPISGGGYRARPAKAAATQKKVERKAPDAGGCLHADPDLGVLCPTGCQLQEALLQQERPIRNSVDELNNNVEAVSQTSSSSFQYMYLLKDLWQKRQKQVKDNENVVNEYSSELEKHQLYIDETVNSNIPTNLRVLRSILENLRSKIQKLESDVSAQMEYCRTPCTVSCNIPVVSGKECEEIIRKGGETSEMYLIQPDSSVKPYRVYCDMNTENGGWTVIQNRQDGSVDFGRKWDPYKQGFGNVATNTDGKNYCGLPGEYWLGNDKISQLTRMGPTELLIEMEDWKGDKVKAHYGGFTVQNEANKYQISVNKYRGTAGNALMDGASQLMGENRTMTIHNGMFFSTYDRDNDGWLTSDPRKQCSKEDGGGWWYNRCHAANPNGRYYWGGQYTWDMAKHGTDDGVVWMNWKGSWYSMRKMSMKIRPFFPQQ
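Assay system: human fibrin DD(E) protein / Input: 2 µM fibrin DD(E) / Benchmarks: high control of 10 µM Aha-Tn7 peptide / Measured by: fluorescence polarization of the labelled Tn7 tracer / Medium: Tris buffer with calcium and detergent, pH 7.8 / Timing: 10 min compound pre-incubation, 3 h probe incubation at room temperature / Repeats: one replicate per compound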
KLK7 zymogen act = proKLK7 zymogen activators, primary screen, biochemical, fluorescence intensity; Kallikrein-7 (Homo sapiens), P49862; purified proKLK7, EDANS-DABCYL substrate fluorescence; 100% is mature enzyme control, 0% vehicle; activation, % at 7 µM; actives 0.9% (n = 370,000); AID 652039, 2013;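 active = activation above the mean of all tested compounds plus 3 SD, computed per campaign excluding outliers beyond control limits, cut at about 13% in these data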
TDP2 absorb = human TDP2 enzyme inhibitors, primary screen, biochemical, epi absorbance, recombinant enzyme | Tyrosyl-DNA phosphodiesterase 2 (Homo sapiens), O95551 | T5PNP hydrolysis, p-nitrophenol absorbance 415 nm | inhibition, % at 12.8 µM | actives 0.34% (n = 370,000);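 active = inhibition above the mean of all tested compounds plus 3 SD, set per campaign, cut at about 25% in these data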;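 note: 0% = DMSO with enzyme and 100% = buffer with substrate but no TDP2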
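Material: recombinant human TDP2; quantity: TDP2 enzyme at 120 nM final; medium: Tris-HCl pH 7.5 with MgCl2; compound: single concentration, 12.8 µM nominal, with 1% DMSO; incubation: 2 h enzyme incubation at 37 °C; signal: epi absorbance; measure: percent inhibition; benchmarks: high control without enzyme, low control DMSO plus TDP2; repeats: singlicate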
LEDGF integ inh = blockers of LEDGF/p75-dependent integrase strand transfer – biochemical, TR-FRET, high throughput, primary screen; TR-FRET IN-LEDGF/p75 DNA integration, Eu/Cy5; inhibition, % at 3.7 µM; actives 0.64% (n = 370,000);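 active = inhibition above the screen-wide mean plus 3 SD, cut at about 13% in these data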;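 note: signal is the Cy5 over europium emission ratio at 671 and 618 nm; 0% = plate median of compound wells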
ASAP1 GAP inh = inhibitors of human ASAP1 ArfGAP activity, primary screen, biochemical, fluorescence polarization. Arf-GAP with SH3 domain, ANK repeat and PH domain-containing protein 1 (Homo sapiens), …. ASAP1-stimulated ARF1 GTP hydrolysis, GDP FP detection. inhibition, % at 16.5 µM. actives 0.19% (n = 360,000). AID 624377, 2012; in the data active = inhibition above about 25%;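 note: 0% = vehicle with enzyme and substrate and 100% = no enzyme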
DDE Tn6 FP inh = inhibitors of Tn6 peptide binding to fibrin DD(E), primary screen, biochemical, fluorescence polarization, human fibrin, Tn6 probe. Fibrinogen beta chain (Homo sapiens), P02675. Fibrin DD(E) TRITC-Tn6 fluorescence polarization displacement. inhibition, % at 8.3 µM. actives 0.21% (n = 370,000);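 active = inhibition above a per-campaign cutoff: mean of compounds within control limits plus 3 SD, cut at about 15% in these data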;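 note: 0% = median of all compound wells on the plate and 100% = blocking peptide control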
ADAM10 inh = human ADAM10 inhibitors, primary screen, biochemical, QFRET, HTS; recombinant ADAM10, EDANS/DABCYL FRET peptide cleavage, 3 h; inhibition, % at 7 µM; actives 0.62% (n = 370,000); AID 720582, 2013;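 active = inhibition above a per-campaign cutoff equal to the mean of compounds falling between control-based bounds plus 3 SD, cut at about 20% in these data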;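 note: 0% = DMSO wells while the 100% control is not disclosed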
ARFGAP1 inhibitor = inhibitors of rat ARFGAP1 GAP activity, primary screen, biochemical, fluorescence polarization, GDP tracer; ADP-ribosylation factor GTPase-activating protein 1 (Rattus norvegicus), Q62848; Arfgap1-stimulated ARF1 GTP hydrolysis, GDP FP detection; inhibition, % at 16.5 µM; actives 0.26% (n = 360,000); AID 651572, 2012;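 active = inhibition above a per-plate limit, mean inhibition of low control wells plus 3 SD, cut at about 25% in these data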;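 note: 0% = DMSO wells with enzyme and 100% = wells lacking Arfgap1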
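Material – truncated rat Arfgap1 GAP domain · Buffer or medium – HEPES-based buffer, pH 7.5 · Reagent – human ARF1(Δ1-17)-GTP substrate · Dosing – 16.5 µM single point, 1.26% DMSO · Schedule – GTP hydrolysis reaction 2 h at 25 °C · Technique – GDP detection by fluorescence polarization · Benchmarks – No-Arfgap1 wells (100%) versus DMSO full-reaction wells (0%) · Repeats – single replicate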
PLC-gamma1 inh = PLC-gamma1 enzyme inhibitors, primary screen, biochemical, fluorescence, purified enzyme | inhibition, % at 12.2 µM | AID 720700, 2013 | fluorogenic substrate | actives 0.84% (n = 370,000); in the data active = inhibition above about 9.5%
* = called active by the depositor; . = no result given. Rows are unselected; about 4.2% have a hit in one of these screens.

Below each SMILES – PLC-gamma1 inh, ADAM10 inh, LEDGF integ inh, TDP2 absorb, KLK7 zymogen act, ARFGAP1 inhibitor, DDE Tn6 FP inh, ASAP1 GAP inh, ADAM17 inh, Tn7 DDE FP
(1) CC(C)N1C(=O)S/C(=C/c2ccccc2OCc2ccc(C(=O)O)cc2)C1=O
 : -3, -2, 4, -2, 0.6, -2, -3, -11, 0, -3
(2) CC(C)(C)NC(=O)C(c1ccncc1)N(Cc1cccs1)C(=O)Cn1nnc(-c2cccs2)n1 (centres undefined)
 : -3, 0, -2, -10, 0.8, 6, 1, 4, 0, -5
(3) O=C(O)CC/C(=N\Nc1ccc(S(=O)(=O)N2CCCC2)cc1[N+](=O)[O-])c1cccs1
 : 6, 2, -1, -10, -0.6, -8, -3, -13, 2, -3
(4) C=CCN1C(=O)[C@@H](CC(=O)NCCCCc2ccccc2)[C@]2(C(=O)OC)CCCCC=C12
 : -1, 0, -2, 7, -0.4, ., 7, ., 2, -2
(5) COc1ccc(-n2nc(C(=O)NCC(=O)N3CCOCC3)c3ccccc3c2=O)c(OC)c1
 : -3, -7, -1, 5, 0.1, -5, -5, 10, 2, -6
(6) CC(C)c1nc2ccc(C(=O)O)cc2[nH]1
 : 1, -5, -1, -5, 0.4, -1, -1, -14, -1, 2
(7) O=C1CN(c2ccccc2)C(=S)N1c1ccccc1
 : -2, -3, -9, 5, 0.2, -7, 6, -11, 2, 4
(8) COc1ccccc1Cc1c(-c2ccc(OC)c(OC)c2)nc2cc(C)c(Br)c(C)n12
 : -4, -15, 18*, 33*, -0.5, 1, 0, 16, -6, -1
(9) O=C1CCCN2N=C(SCC(=O)N3CCCCC3)SC2=N1
 : 0, -3, -1, -7, -0.4, 2, 4, 2, -9, 2
(10) COc1cc(C2NC(=O)NC(C)=C2C(=O)OCC2CCCO2)cc(OC)c1OC (centres undefined)
 : 0, 4, 1, 3, -0.3, 7, -1, 9, -5, -1
(11) CCOC(=O)C1CCCN(S(=O)(=O)c2c(C)c(C)cc(C)c2C)C1 (centres undefined)
 : 0, 9, 0, 5, 0.3, -12, 5, -8, -5, 5
(12) C=CCn1c(SCC(C)=O)nnc1-c1cc(-c2ccccc2)sc1N
 : -8, -3, 3, 7, 0.7, 8, 6, 4, 1, -3
(13) CCCNC(=O)C(Cc1ccccc1)NC(=O)c1ccc(C(F)(F)F)cc1 (centres undefined)
 : 1, -3, -1, -4, -0.2, 7, 6, 13, -2, -13
(14) O=C(Nc1nncs1)c1cccc(S(=O)(=O)N2CCOCC2)c1
 : 4, -1, 1, -9, 0.9, 6, 3, 0, -4, -3
(15) COc1ccc2c(c1)C(=O)N(Cc1ccccc1)C(=O)C2(C)C
 : -10, -45, 1, -5, -1.9, 6, 7, 6, -14, -2
(16) C/C(=N/NC(=O)c1cc(-c2cccc([N+](=O)[O-])c2)n[nH]1)c1ccc(Cl)cc1
 : 7, -8, 0, 0, 0.2, 0, 7, 6, 3, 4
(17) Cc1cc(C)cc(C(=O)NC(CC(N)=O)c2ccc(NC3CCCCCCCCCCC3)c([N+](=O)[O-])c2)c1 (centres undefined)
 : -1, 2, -1, 8, 0.1, -8, -5, -1, -1, 4
(18) CCCc1cc2c(cc1NC(=O)c1ccc(C(C)(C)C)cc1)OCO2
 : 0, 5, 0, -1, 0.2, 16, 8, 6, 3, -1
(19) COC(=O)Cc1nnc(SCC(=O)Nc2ccccc2)c2ccccc12
 : 0, -7, -1, 6, -0.4, 1, -4, -3, 0, -4
(20) O=C(C[C@H]1C/C=C\CC[C@H](Cc2ccc(F)cc2)C(=O)OC[C@@H]2CCCN2C1=O)N[C@H](CO)Cc1ccccc1
 : -2, -1, 0, -5, 0.2, -4, -2, 10, 1, 5
(21) CC(C)Cn1c(-c2ccc(Cl)cc2)cnc1SCC(=O)N1CCOCC1
 : 0, -5, 0, 7, 0.5, -1, 10, 9, -5, 7
(22) CN(Cc1ccccc1)C(=O)COC(=O)c1cc2ccccc2oc1=O
 : -28, -118, 3, 3, -1.4, -2, -1, 4, -36, -3
(23) Cc1ccc(OCC(=O)NC2CC(C)(C)NC(C)(C)C2)c(C)c1
 : 1, 5, -2, 14, -0.6, 0, 0, 15, 1, -5
(24) COc1cc(C=NOC(=O)Nc2ccccc2)cc(OC)c1OC
 : 1, -15, -5, -2, -0.3, 8, -1, -1, -3, 2
(25) O=C(c1ccc(S(=O)(=O)N2CCOCC2)cc1)N(c1ccc(F)cc1)C1C=CS(=O)(=O)C1 (centres undefined)
 : 0, 4, 0, 4, -0.3, -4, -1, -11, -5, 4
(26) O=C(O)CC1=C(Nc2ccccc2)C(=O)N(c2ccccc2)C1c1ccc(Br)cc1 (centres undefined)
 : -12, -5, -2, -4, 0.0, -3, 3, 0, 2, -6
(27) COc1ccc(-n2nc(C(=O)NCC(=O)NCC3COc4ccccc4O3)c3ccccc3c2=O)cc1OC (centres undefined)
 : -38, 9, 4, -15, 3.0, 4, 2, 3, 4, -10
(28) COC(=O)CCC(=O)NNC(=O)c1cccc(Br)c1
 : -1, -5, 0, 10, -0.7, 8, -2, -8, -1, -3
(29) CC(=O)N1CCN(c2ccc(NCc3ccc(-c4ccc(Br)cc4)o3)cc2)CC1
 : -328, -71, 19*, 18, -4.8, 4, -6, 11, -24, 4
(30) CSc1ncc(C(=O)NCCCc2ccccc2)c(C)n1
 : -6, -17, -2, 6, 0.0, 11, 0, 2, -7, -10
(31) COCCNC(=O)/C(C#N)=C/c1ccc(C(=O)O)cc1
 : -4, -3, 2, 10, -0.6, -8, -3, 0, -3, 0
(32) CCCCC(=O)Nc1nnc(S(=O)(=O)N(CC)c2ccccc2)s1
 : -3, -7, 2, 11, 0.5, 6, 2, 12, -1, 3
(33) COC(=O)[C@]12C[C@H](CC(=O)NCC3CCCCC3)C(=O)N(Cc3cccc4ccccc34)C1=C[C@H](C1CCCC1)O[C@@H]2C
 : 11*, -5, -1, -8, -0.3, ., 1, ., -3, -2
(34) NC(=O)Cn1nc([N+](=O)[O-])nc1Oc1ccccc1F
 : 4, 7, 3, 12, -0.1, 8, -3, -6, 3, 1
(35) C[C@H](CCC(=O)N(c1ccccc1)c1ccccc1)CC1CCCCC1
 : -1, -1, -3, -1, 1.0, ., -3, ., 0, -6
(36) CC(=O)c1nn(-c2ccccc2)cc1C(=O)c1ccc(C)cc1
 : 4, 4, -1, 4, -0.8, 1, -1, -11, -1, 6
(37) CCOc1ccccc1CNC(=O)C1CCN(c2nn3c(=O)cc(C)nc3s2)CC1
 : -1, -3, 4, 17, 0.6, 3, 0, -8, -1, 0
(38) CCc1nc2cccnc2n1-c1ccc(CC(=O)O)cc1
 : 3, -4, 3, -1, -0.2, -7, -2, 22, 1, 0
(39) Cc1ccc(CSCC(=O)N2CCOCC2)cc1
 : -1, -1, -8, -8, 0.1, 3, 4, -8, 0, 7
(40) Cc1ccc(-c2nn(C)c(=O)c3ccccc23)cc1S(=O)(=O)NCCN(C)C
 : 1, -5, -4, -1, 0.1, 10, 0, 0, 1, 8
(41) CCOC(=O)NNC(=O)C1CCC(C)CC1 (centres undefined)
 : 0, -5, 0, 10, -0.3, 3, -11, 11, -2, 3

Entries of single compounds, quoted from the list:
Cc1ccc(-c2nn(C)c(=O)c3ccccc23)cc1S(=O)(=O)NCCN(C)C in the list: PLC-gamma1 inh: 1; ADAM10 inh: -5; LEDGF integ inh: -4; TDP2 absorb: -1; KLK7 zymogen act: 0.1; ARFGAP1 inhibitor: 10; DDE Tn6 FP inh: 0; ASAP1 GAP inh: 0; ADAM17 inh: 1; Tn7 DDE FP: 8
NC(=O)Cn1nc([N+](=O)[O-])nc1Oc1ccccc1F in the list: PLC-gamma1 inh: 4; ADAM10 inh: 7; LEDGF integ inh: 3; TDP2 absorb: 12; KLK7 zymogen act: -0.1; ARFGAP1 inhibitor: 8; DDE Tn6 FP inh: -3; ASAP1 GAP inh: -6; ADAM17 inh: 3; Tn7 DDE FP: 1

Compounds above that have an aryl methoxy group:
Below each SMILES – PLC-gamma1 inh, ADAM10 inh, LEDGF integ inh, TDP2 absorb, KLK7 zymogen act, ARFGAP1 inhibitor, DDE Tn6 FP inh, ASAP1 GAP inh, ADAM17 inh, Tn7 DDE FP
(5) COc1ccc(-n2nc(C(=O)NCC(=O)N3CCOCC3)c3ccccc3c2=O)c(OC)c1
 : -3, -7, -1, 5, 0.1, -5, -5, 10, 2, -6
(8) COc1ccccc1Cc1c(-c2ccc(OC)c(OC)c2)nc2cc(C)c(Br)c(C)n12
 : -4, -15, 18*, 33*, -0.5, 1, 0, 16, -6, -1
(10) COc1cc(C2NC(=O)NC(C)=C2C(=O)OCC2CCCO2)cc(OC)c1OC (centres undefined)
 : 0, 4, 1, 3, -0.3, 7, -1, 9, -5, -1
(15) COc1ccc2c(c1)C(=O)N(Cc1ccccc1)C(=O)C2(C)C
 : -10, -45, 1, -5, -1.9, 6, 7, 6, -14, -2
(24) COc1cc(C=NOC(=O)Nc2ccccc2)cc(OC)c1OC
 : 1, -15, -5, -2, -0.3, 8, -1, -1, -3, 2
(27) COc1ccc(-n2nc(C(=O)NCC(=O)NCC3COc4ccccc4O3)c3ccccc3c2=O)cc1OC (centres undefined)
 : -38, 9, 4, -15, 3.0, 4, 2, 3, 4, -10
